Source: PubChem
hIAP activ: human IAP activation. P09923. purified human IAP, CDP-Star luminescence, 30 min; hits give high values; 1 = vehicle-only enzyme, 0 = enzyme-free background. activation factor at 10 µM. hit rate 0.16% among 330,000. AID 2524;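 active means activation factor of the enzyme at least 2-fold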; further: the source names both 10 and 20 µM as test concentration; values of inactives mirror those of a sister screen read the other way
PfG6PD inh: PfG6PD (Plasmodium falciparum) enzyme inhibition; PfGluPho enzyme, NADPH resazurin-diaphorase fluorescence; inhibition, % at 20 µM; hit rate 0.78% among 350,000;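 active means inhibition reaching at least a set limit at 20 µM in the primary screen, cut at about 59% in these data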;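 further: 0% = DMSO wells with substrate and 100% = DMSO wells lacking glucose-6-phosphate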
NR3A LBD binder: NR3A (human) ligand-binding domain modulation; NR3A LBD differential scanning fluorimetry, Tm shift; 0% = protein alone, 100% = glycine-bound protein; AID 1259313; Tm shift relative to glycine control, % at 25 µM; hit rate 2.5% among 340,000;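 active means melting temperature shift of at least 10% of the positive control shift, at one fixed dose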
MPTP block: inhibitors of mitochondrial permeability transition pore | inhibition, % at 10 µM | AID 602449 | isolated mouse mitochondria, Ca2+ swelling absorbance, 30 min | hit rate 1.4% among 360,000;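 active means inhibition of 50% or more, scaled per plate between neutral and stimulator controls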;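 further: 0% = DMSO wells given calcium and 100% = 1 mM EGTA wells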
ATG4B inhibitor: inhibitors of human ATG4B cysteine protease; Q9Y4P1; ATG4B cleavage of LC3-PLA2, NBD-HPC fluorescence, 1 h; inhibition, % at 8.33 µM; hit rate 0.51% among 340,000; in the data active means inhibition above about 40%
SENP1 inh: blocks the human SENP1 SUMO protease catalytic domain | AID 624204 | recombinant SENP1 catalytic domain, CyPet-SUMO1-YPet FRET cleavage | inhibition, % at 10 µM | Q9P0U3 | hit rate 0.21% among 360,000;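 active means inhibition at least 30% at 10 µM, raw YFP signal under a set limit, fluorescence ratio 0.5 to 1.5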;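 further: 0% = enzyme with DMSO and 100% = no enzyme wells; some results filed as inactive read as strong as hits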
Target sequence (Q9P0U3 419-644 limits assumed): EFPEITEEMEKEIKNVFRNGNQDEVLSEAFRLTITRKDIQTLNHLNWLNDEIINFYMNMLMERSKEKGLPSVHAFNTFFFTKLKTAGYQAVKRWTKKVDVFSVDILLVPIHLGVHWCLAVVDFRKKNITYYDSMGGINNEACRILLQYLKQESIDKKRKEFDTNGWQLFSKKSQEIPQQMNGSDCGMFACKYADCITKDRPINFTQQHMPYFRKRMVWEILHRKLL
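material = recombinant human SENP1 catalytic domain, His6-tagged | quantity = 20 pM enzyme | reagent = 25 nM SUMO1 FRET substrate | compound dosing = 10 µM single point, 0.5% DMSO | timing = 50 min enzyme reaction, room temperature, light-protected | detection = FRET, CFP and YFP emission | control set = no-enzyme low, enzyme-DMSO high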
SENP8 inh: SENP8 (human) protease inhibition | inhibition, % at 20 µM | Q96LD8 | recombinant SENP8, Nedd8 substrate fluorescence | hit rate 0.64% among 360,000 | AID 602440; in the data active means inhibition mostly above about 40%, no sharp cut-off; inactive means mostly below about 27%
Target sequence (Q96LD8 whole entry, looked up): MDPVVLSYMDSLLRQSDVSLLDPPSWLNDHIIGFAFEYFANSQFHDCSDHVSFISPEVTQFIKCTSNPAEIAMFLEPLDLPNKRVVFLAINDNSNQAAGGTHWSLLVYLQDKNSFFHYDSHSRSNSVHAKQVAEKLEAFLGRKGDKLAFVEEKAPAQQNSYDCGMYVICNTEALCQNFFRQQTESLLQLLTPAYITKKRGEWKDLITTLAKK
SENP6 block: blocks the human protease SENP6; Recombinant SENP6 catalytic domain, aminoluciferin luminescence; hit rate 1.8% among 330,000; inhibition, % at 10 µM;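 active means inhibition above about 50% at the single tested dose, limit read from the data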;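 further: plate controls were DMSO wells with enzyme for no effect and DMSO wells lacking enzyme for full effect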
Target sequence (Q9GZR1 628-1112 limits assumed): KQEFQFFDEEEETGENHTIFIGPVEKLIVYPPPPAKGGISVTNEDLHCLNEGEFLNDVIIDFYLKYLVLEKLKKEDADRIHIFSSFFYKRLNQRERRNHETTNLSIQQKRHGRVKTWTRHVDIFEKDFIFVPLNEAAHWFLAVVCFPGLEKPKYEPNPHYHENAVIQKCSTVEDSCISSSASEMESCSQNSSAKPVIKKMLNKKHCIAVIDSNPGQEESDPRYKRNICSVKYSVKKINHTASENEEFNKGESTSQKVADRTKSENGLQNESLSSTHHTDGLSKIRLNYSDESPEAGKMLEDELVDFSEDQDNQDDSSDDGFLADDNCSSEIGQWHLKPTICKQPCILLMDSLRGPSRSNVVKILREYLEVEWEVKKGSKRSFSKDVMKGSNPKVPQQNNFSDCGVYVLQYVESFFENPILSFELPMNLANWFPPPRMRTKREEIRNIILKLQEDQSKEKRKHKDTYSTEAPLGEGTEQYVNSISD
An asterisk follows results filed as active; nt = no result given; & = joins results of further samples.

Every second line gives: hIAP activ	PfG6PD inh	NR3A LBD binder	MPTP block	ATG4B inhibitor	SENP1 inh	SENP8 inh	SENP6 block
CN1C[C@@H]2[C@@H]3C(=O)N(C)C(=O)[C@@H]3[C@](C)(C1=O)N2C(=O)c1ccc(F)cc1
→ nt	3	10*	-1.1	-1	-2	12	nt
CCOC(=O)C1CCCN(CCC(=O)Nc2ccc(C)c(C)c2)C1 (stereo not drawn)
→ 1.1	6	-1	-1.4	-6	2	-2	7
CCOC(=O)C(O)(NC(=O)c1cccnc1)C(F)(F)F (stereo not drawn)
→ 0.99	17	5	-0.3	-6	0	22	-6
CCCCn1c(N)c(N(CC)C(=O)COc2ccc(C#N)cc2)c(=O)[nH]c1=O
→ 1.1	7	-1	-0.4	-4	-1	6	0
O=C(COC(=O)C1CC(=O)N(Cc2ccccc2)C1)c1ccc(Br)cc1 (stereo not drawn)
→ 0.85	-7	0	-16	-7	1	12	9
COc1cc(-c2cc(C(=O)Nc3ccc(S(=O)(=O)NCc4ccco4)cc3)c3ccccc3n2)cc(OC)c1OC
→ 0.84	5	-6	0.0	2	2	-204	1
NC(=O)c1ccsc1NC(=O)CN1C(=O)NC2(CCCCC2)C1=O
→ 1	-4	0	-0.7	1	-8	-5	3
CCC(C(=O)Nc1c2c(nn1C(C)(C)C)CS(=O)(=O)C2)c1ccccc1 (stereo not drawn)
→ 1.1	0	8	-1.5	-3	1	-1	-7
COC(=O)C1=C(NC(=O)c2ccc(C)c(C)c2)CCS1
→ 1	3	3	1.9	16	-20	-148	11
CCOc1ccccc1N1CC(C(=O)Nc2c(C)n(C)n(-c3ccccc3)c2=O)CC1=O (stereo not drawn)
→ 0.85	24	0	1.1	-6	-4	8	-2
COc1ccc(-n2c(SCC(=O)Nc3ccc(C)cc3)nc(O)c(Cc3ccccc3)c2=O)cc1
→ 0.97	-23	-7	-0.4	-1	-1	6	12
C=CCNc1nc(Nc2ccccc2F)nc(OCC)n1
→ 1.1	-3	0	1.2	10	2	2	-9
CCCN(CCC)S(=O)(=O)c1ccc(C(=O)N2CCC(=O)c3ccccc32)cc1
→ 1.1	-12	0	5.3	22	0	13	-11
CCN1CCN(S(=O)(=O)c2ccc(C(C)(C)C)cc2)CC1
→ 1	4	-2	0.0	11	1	19	7
O=C1CCCN1C(=O)CSc1nnnn1-c1cccc(F)c1
→ 0.94	-4	3	-1.6	0	0	11	18
O=C1C(Cc2ccccc2)Nc2ncnc(N3CCCCC3)c2N1Cc1ccc(Br)cc1 (stereo not drawn)
→ 1	-1	0	-0.6&-1.2	-4	-5&-20	-56&-50	-9
Cc1ccccc1C(=O)NC(=S)Nc1ccc(S(=O)(=O)N2CCOCC2)cc1
→ 0.94	-1	-6	-0.6	13	2	11	-16
CCn1c(SCC(=O)N2CCC(C)CC2)nc2c(c1=O)SCC2
→ 0.86	-5	-1	1.1	-6	-1	8	3
Cc1c(CCOC(=O)CC23CC4CC(CC(C4)C2)C3)sc[n+]1CC(=O)c1ccccc1
→ 1	-6	-2	1.9	5	1	8	-20
Cc1cccc(/C=N/NC(=O)NC23CC4CC(CC(C4)C2)C3)n1
→ 1.1	2	-3	1.4	-8	-32	-1	-12
COc1ccc(C2CN=NC23CCCc2ccccc2C3=O)cc1 (stereo not drawn)
→ 0.88	1	1	1.1	-2	1	22	-10
Cc1ccccc1OCCn1c(C)nc2ccccc21
→ 0.98	-2	0	14	1	1	16	2
Cc1ccc(NC(=O)N(CCC#N)Cc2ccccc2)cc1
→ 1.1	0	0	2.3	-9	0	29	-36
COc1ccc(NC(=O)C2CCC(=O)N2)cc1 (stereo not drawn)
→ 1.2	-23	-1	-0.1	-1	1	13	-2
CC(=O)Nc1cccc(-c2cc(-c3c(Cl)cccc3Cl)no2)c1
→ 0.93	10	-4	7.5	5	1	-27	1
O=C(NCCc1c[nH]c2ccccc12)/C(=C/c1ccco1)NC(=O)c1ccco1
→ 1	0	-2	-1.1	-3	1	4	-8
COCCn1c(SCC(=O)N2CCC(C)CC2)nc2ccccc2c1=O
→ 1	-1	1	-0.8	4	4	12	-2
Cc1ccc(CN(C(=O)c2ccc(Cl)c([N+](=O)[O-])c2)C2CCS(=O)(=O)C2)o1 (stereo not drawn)
→ 1.2	11	-2	1.1	-5	0	11	-13
Cc1ccc(C(=O)NC=C(Cl)Cl)cc1
→ 0.96	8	2	1.1	-3	1	39	-11
Cc1ccc(-c2nc(SC(C)C(=O)NC3CC3)n[nH]2)cc1 (stereo not drawn)
→ nt	6	nt	0.5	nt	0	13	nt

Rewritten with tabs: entries from further up
mol	hIAP activ	PfG6PD inh	NR3A LBD binder	MPTP block	ATG4B inhibitor	SENP1 inh	SENP8 inh	SENP6 block
CN1C[C@@H]2[C@@H]3C(=O)N(C)C(=O)[C@@H]3[C@](C)(C1=O)N2C(=O)c1ccc(F)cc1	nt	3	10*	-1.1	-1	-2	12	nt
CCOC(=O)C1CCCN(CCC(=O)Nc2ccc(C)c(C)c2)C1 (stereo not drawn)	1.1	6	-1	-1.4	-6	2	-2	7
CCOC(=O)C(O)(NC(=O)c1cccnc1)C(F)(F)F (stereo not drawn)	0.99	17	5	-0.3	-6	0	22	-6
CCCCn1c(N)c(N(CC)C(=O)COc2ccc(C#N)cc2)c(=O)[nH]c1=O	1.1	7	-1	-0.4	-4	-1	6	0
O=C(COC(=O)C1CC(=O)N(Cc2ccccc2)C1)c1ccc(Br)cc1 (stereo not drawn)	0.85	-7	0	-16	-7	1	12	9
COc1cc(-c2cc(C(=O)Nc3ccc(S(=O)(=O)NCc4ccco4)cc3)c3ccccc3n2)cc(OC)c1OC	0.84	5	-6	0.0	2	2	-204	1
NC(=O)c1ccsc1NC(=O)CN1C(=O)NC2(CCCCC2)C1=O	1	-4	0	-0.7	1	-8	-5	3
CCC(C(=O)Nc1c2c(nn1C(C)(C)C)CS(=O)(=O)C2)c1ccccc1 (stereo not drawn)	1.1	0	8	-1.5	-3	1	-1	-7
COC(=O)C1=C(NC(=O)c2ccc(C)c(C)c2)CCS1	1	3	3	1.9	16	-20	-148	11
CCOc1ccccc1N1CC(C(=O)Nc2c(C)n(C)n(-c3ccccc3)c2=O)CC1=O (stereo not drawn)	0.85	24	0	1.1	-6	-4	8	-2
COc1ccc(-n2c(SCC(=O)Nc3ccc(C)cc3)nc(O)c(Cc3ccccc3)c2=O)cc1	0.97	-23	-7	-0.4	-1	-1	6	12

Next results
Every second line gives: hIAP activ	PfG6PD inh	NR3A LBD binder	MPTP block	ATG4B inhibitor	SENP1 inh	SENP8 inh	SENP6 block
C=CC(=O)Nc1cccc(Oc2ccnc(Nc3ccc(N4CCN(C)CC4)cc3)n2)c1
→ nt	36	-13	-0.1	-3	0	17	nt
CCOc1ccc(S(=O)(=O)N2CCCCC2)cc1NC(=O)Cc1cccs1
→ 0.91	9	-1	-1.0	2	-41	-1	2
COc1ccc(-c2nc3c(C(=O)NCCN(C)C)cccc3c3ccccc23)cc1
→ nt	47	-5	-0.3	-29	2	-497	nt
CC1(c2ccc(Cl)cc2)NC(=O)N(CC(=O)Nc2ccc(N3CCCCC3)cc2)C1=O (stereo not drawn)
→ 1.3	4	-1	0.0	-1	1	10	-14
CC(C)OCCCNC(=O)C1CC(=O)N(C2CCCCCCC2)C1 (stereo not drawn)
→ 1.1	-13	2	-0.3	-11	0	28	-21
CC(C)N(Cc1ccccc1)C(=S)Nc1ccccc1F
→ 1.3	-2	4	-1.1	-1	3	11	-9
O=C(COC(=O)CN1C(=O)c2cccc([N+](=O)[O-])c2C1=O)NC1CCS(=O)(=O)C1 (stereo not drawn)
→ 1.1	-5	-1	1.2	-10	2	39	-15
O=C(N/N=C/c1cccc([N+](=O)[O-])c1)c1ccncc1
→ 0.92	-4	-4	-0.5	4	2	9	-5
COC(=O)C1C(=O)NC(SC)=C(C#N)C1c1ccccc1F (stereo not drawn)
→ 1.1	-3	0	-0.6	3	1	7	5
Cc1ccc(S(=O)(=O)N2C[C@H]3n4c(=O)ccc(=O)n4C[C@H](OC(=O)NCc4ccccc4)[C@@]3(O)C2)cc1
→ nt	2	nt	-0.6	nt	3	-3	nt
Cc1nc2ccccc2c2oc(C(=O)NCCCN3CCC(C)CC3)cc12
→ 0.93	-13	-3	1.4	-4	-4	6	0
CCOc1ccc(NC(=S)NC(=O)/C=C/c2ccc(OC)cc2)c([N+](=O)[O-])c1
→ 0.84	-12	3	3.5	2	2	17	-3
Clc1ccc2c(c1)-c1nnc(Br)n1-c1ccccc1S2
→ 1.2	10	0	-2.7	-8	0	17	-10
Cc1nnc(SCC(=O)Nc2ccc(S(=O)(=O)Nc3ccc(Cl)nn3)cc2)s1
→ 1	-3	-2	-2.7	-8	-1	-2	-2
O=C(NCCN1CCOCC1)/C(=C\c1ccc(Br)cc1)NC(=O)c1cccs1
→ 0.89	2	-5	-0.1	-11	-46	7	-7
O=C(COC(=O)c1cc(-c2ccccc2)nc2ccccc12)NC1CC1
→ 1	-9	1	1.2	-8	4	-129	-15
Cc1ccc(S(=O)(=O)NC(=O)NCCCN2CCOCC2)cc1
→ 0.88	-6	-2	-0.4	-13	0	13	9
COc1ccc(C(CNC(=O)c2ccc(Cl)c(NC(=O)c3cccs3)c2)N2CCCC2)cc1 (stereo not drawn)
→ 0.88	11	-6	44	-6	1	-46	-5
CC(C)CC(c1nnnn1C1CCCCC1)N1CCN(c2ncccn2)CC1 (stereo not drawn)
→ 0.94	8	0	2.2	-10	2	12	13
Nc1nc(Sc2ccc([N+](=O)[O-])cc2[N+](=O)[O-])n[nH]1
→ 1.3	4	2	4.6	1	0	19	-8
CCCOc1ccc(-c2nc(-c3ccc([N+](=O)[O-])cc3)cs2)cc1
→ 0.97	9	-1	0.6	-2	4	8	10
COc1ccc(-c2nnn(CC(=O)N(CC(=O)NCCC(C)C)Cc3cccs3)n2)cc1OC
→ 1.1	-8	0	-2.4	5	0	17	-11
COc1cccc(NC(=O)c2ccc(S(=O)(=O)N3CCCC3)cc2)c1
→ 0.92	6	1	-0.7	-8	3	2	-35
Cn1cc(C(=O)Nc2ccc(F)c(Cl)c2)cn1
→ 1	-6	2	-1.7	26	3	13	-11
CC(C)c1nc(SCC(=O)N2CCN(c3ccccc3)CC2)c2c(=O)n(C)c(=O)n(C)c2n1
→ 0.92	-7	3	-1.5	4	0	8	4
O=C(CCC(=O)c1ccc(Oc2ccccc2)cc1)Nc1cccc(Cl)c1Cl
→ 0.96	11	-24	3.9	-2	-31	18	-2
Cc1ccc(C(=O)CC(C(=O)O)c2cn(CCC#N)c3ccccc23)cc1 (stereo not drawn)
→ 1	-7	1	-1.1	-1	-30	-30	-17
CC1CCN(C(c2cc3cc4c(cc3[nH]c2=O)OCO4)c2nnnn2CC2CCCO2)CC1 (stereo not drawn)
→ 0.92	-12	-4	-0.3	0	-2	-288	-9
COc1ccc(-c2csc(N3CCC(C(N)=O)CC3)n2)cc1
→ 0.98	15	-1	0.6	36	1	14	-11
Cc1cccc(-n2c(C)c(-c3ccccc3)[nH]c2=S)c1
→ 1.1	47	3	0.9	-6	2	7	-2
CC(C)C(NS(=O)(=O)c1cccc2nsnc12)C(=O)NC1CCCCC1 (stereo not drawn)
→ 1.2	-18	1	-1.9	0	0	14	-10
COCCn1c(SCC(=O)c2cc(C)n(C)c2C)nc2ccccc2c1=O
→ 0.9	2	0	-3.3	0	0	8	8
COc1cccc(NC(=O)CCNS(=O)(=O)c2cccc3nonc23)c1
→ 1.1	-1	0	-0.1	0	2	5	-32

NR3A LBD binder: what is marked active above
SMILES,hIAP activ,PfG6PD inh,NR3A LBD binder,MPTP block,ATG4B inhibitor,SENP1 inh,SENP6 block
CN1C[C@@H]2[C@@H]3C(=O)N(C)C(=O)[C@@H]3[C@](C)(C1=O)N2C(=O)c1ccc(F)cc1,nt,3,10*,-1.1,-1,-2,nt
